# Compound activity from PubChem BioAssay.
# TRHR enhancer – allosterically enhances the human TRH receptor; P34981; TRHR cells, fluo-8 calcium fluorescence, EC20 TRH enhancement; enhancement, % at 2 µM; 360,000 tested, 0.66% active; in the data active = enhancement above about 30%; note: 0% is about no effect
# Target sequence (P34981 whole entry, looked up): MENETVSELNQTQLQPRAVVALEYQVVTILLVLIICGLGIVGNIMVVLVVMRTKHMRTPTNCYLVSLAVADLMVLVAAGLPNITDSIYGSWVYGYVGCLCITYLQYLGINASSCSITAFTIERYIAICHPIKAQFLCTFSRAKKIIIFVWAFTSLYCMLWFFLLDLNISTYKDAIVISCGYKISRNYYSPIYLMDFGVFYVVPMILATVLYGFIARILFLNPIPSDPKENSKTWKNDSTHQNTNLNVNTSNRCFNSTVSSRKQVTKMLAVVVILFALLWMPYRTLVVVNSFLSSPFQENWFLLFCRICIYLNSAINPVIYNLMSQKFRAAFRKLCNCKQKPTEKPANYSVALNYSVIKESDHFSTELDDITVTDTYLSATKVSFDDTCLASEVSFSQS
#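 Enhancer read-out: after compound pinning and an initial kinetic agonist-mode read, an EC20 of TRH (10 nM final) was injected and fluo-8 calcium signal (Ex 480/Em 530) followed at 1 s/cycle for 100 cycles in TRHR-expressing cells.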
# D2 antag – D2 dopamine receptor (human) antagonism | 340,000 tested, 2% active | HEK293 TREx D2 cells, calcium flux, dopamine EC80 | inhibition, % at 10 µM; in the data active = inhibition above about 30%; note: 0% is about no effect
#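 Antagonism is scored as inhibition of an EC80 dopamine-evoked calcium signal in a force-coupled, tetracycline-inducible HEK293 T-REx D2 line, with compound present 180 s before agonist.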
# D1 agonist – human D1 receptor agonism. P21728. HEK293 T-REx D1 cells, calcium flux, agonist mode. activation, % at 2 µM. 360,000 tested, 1% active. AID 504660; note: 0% is about no effect
# Target sequence (P21728 whole entry, looked up): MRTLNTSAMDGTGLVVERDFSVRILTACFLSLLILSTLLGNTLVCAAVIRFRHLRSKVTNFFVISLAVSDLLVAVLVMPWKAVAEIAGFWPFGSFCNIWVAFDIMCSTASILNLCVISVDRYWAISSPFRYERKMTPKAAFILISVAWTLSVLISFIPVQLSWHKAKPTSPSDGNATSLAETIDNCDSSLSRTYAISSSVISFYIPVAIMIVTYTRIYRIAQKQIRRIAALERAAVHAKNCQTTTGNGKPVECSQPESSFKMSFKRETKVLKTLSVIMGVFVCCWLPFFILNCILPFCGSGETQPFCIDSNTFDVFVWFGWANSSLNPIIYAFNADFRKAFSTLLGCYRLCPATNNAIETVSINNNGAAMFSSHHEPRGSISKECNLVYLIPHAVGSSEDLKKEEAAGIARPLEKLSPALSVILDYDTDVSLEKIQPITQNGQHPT
#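 Agonism was scored from calcium flux recorded over 180 s (1 read/s) after pintool compound addition, following a 10-cycle baseline. Cells were inducible force-coupled HEK293 TREx D1, plated overnight at 30 C and loaded with no-wash calcium dye.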
# D1 antag – human D1 dopamine receptor antagonism; HEK293 TREx D1 cells, calcium flux, dopamine EC80; active compounds read low; 360,000 tested, 3.2% active; activity change, negative = inhibition, % at 10 µM; P21728; in the data active = activity change below about -30%; note: % is set by controls: 0 for no effect and ±100 for the full control effect
#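 Antagonism measured as reduced calcium response to an EC80 dopamine addition following 180 s compound pre-read; cells were inducible HEK293 Trex D1 plated overnight at 30 C, read kinetically at 1 cycle/sec.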
# D2 PAM – positive allosteric modulators of human D2 dopamine receptor. P14416. HEK293 T-REx D2, calcium flux, EC20 dopamine potentiation. potentiation, % at 10 µM. 340,000 tested, 0.34% active;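 active = potentiation over 3 SD above the plate norm, cut at about 30% in these data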; note: 0% is about no effect
#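 Tetracycline-induced Hek293 Trex D2 cells, force-coupled to calcium, loaded with no-wash calcium dye. Compound added with 180 s kinetic read for agonism, then EC20 dopamine and a further 180 s read for potentiation.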
# RXFP1 antagonist – RXFP1 (human) relaxin receptor antagonism; HEK293-RXFP1, relaxin-stimulated cAMP HTRF, 30 min; active compounds read low; 350,000 tested, 0.59% active; AID 1259400; activity change, negative = inhibition, % at 57.5 µM; Q9HBX9;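 active = activity change of -60% or lower, but not beyond a set lower limit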; note: % is set by controls: 0 for no effect and ±100 for the full control effect
# TRHR agonist – TRH receptor (human) agonism; P34981; TRHR cells, calcium flux fluo-8, FDSS agonist mode; activation, % at 2 µM; 360,000 tested, 0.18% active; AID 493084; note: 0% is about no effect
#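 Read-out: compound-evoked intracellular calcium rise in TRHR cells, fluo-8 dye, kinetic FDSS fluorescence at 1 s/cycle following a 10-cycle baseline. Cells cultured overnight before dye loading (30 min–1.5 h, RT).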
# D1 potentiator – potentiators of human D1 dopamine receptor; AID 504651; HEK293 TREx D1 cells, calcium flux, dopamine EC20 potentiation; 360,000 tested, 0.036% active; P21728; potentiation, % at 10 µM; in the data active = potentiation above about 30%; note: 0% is about no effect
# D2 ag – D2 dopamine receptor (human) agonism; 340,000 tested, 0.53% active; P14416; HEK293 T-REx D2 cells, calcium flux agonist mode; activation, % at 2 µM;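 active = activation over 3 SD above normal in the single-dose calcium agonist read, cut at about 30% in these data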; note: 0% is about no effect
#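 Tetracycline-induced HEK293 Trex cells with D2 receptor force-coupled to calcium signaling, plated overnight at 30 C and loaded with no-wash calcium dye. Calcium flux read kinetically for 180 s after compound addition; responses flag agonists.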
# Numbers without * were called inactive; . = not tested or not shown. Cut-off read from the data, not from the text of the source, unless noted: active = activation above about 30%; inactive = the rest.
SMILES,TRHR enhancer,D2 antag,D1 agonist,D1 antag,D2 PAM,RXFP1 antagonist,TRHR agonist,D1 potentiator,D2 ag
COc1ccc(OC)c(NC(=O)CCN2CCN(C/C=C/c3ccccc3)CC2)c1,-5,18,0,3,-28,4,-0.5,-5,49*
COc1ccc(C(=O)C2CCCN(C(=O)CCNC(C)=O)C2)cc1OC (configuration not stated),0,-15,-2,-25,10,1,0.6,6,0.1
O=C(NC(=S)Nc1ccc(Oc2ccc(Cl)cc2)cc1)c1ccccc1,-6,9,7,17,-2,-4,0.6,-9,-0.5
COc1ccc(NC(=O)CC2SC(=N)N(c3ccccc3)C2=O)c(OC)c1 (configuration not stated),-2,23,4,13,-5,-29,2.1,0,6.3
O=C(c1cccc(C(=O)N2CCN(Cc3ccccc3)CC2)c1)N1CCN(Cc2ccccc2)CC1,-9,6,4,-22,0,-20,-1.0,1,-0.4
O=C(NC1CCCC1)C(c1ccccc1)N(C(=O)c1ccno1)c1ccccc1 (configuration not stated),-2,5,-3,15,-12,-12,-0.1,-3,2.1
COc1ccc(-c2nc(-c3ccncc3)no2)cc1OC,1,-17,3,-5,21,-19,-1.0,3,-2.3
CC(N)C(=O)NC(C(=O)N1CCCC1C(=O)NC(c1ccccc1)c1ccccc1)C(C)C (configuration not stated),0,-24,4,-5,-8,.,-0.2,-4,-0.4
CCN1C(=O)CSC1=NC1C2CC3CC(C2)CC1C3 (configuration not stated),-4,.,11,32,.,-8,0.9,3,.
CC(C)N(C)Cc1nnnn1CC(=O)N(C)Cc1ccc(F)cc1,-4,-6,3,0,9,7,0.2,7,0.1
Cc1cc(C)cc(NC(=O)NC(C)C2CCCO2)c1 (configuration not stated),1,-5,0,12,13,16,-3.4,-3,-3.1
CCc1ccc(C(=O)N2CCN(c3ccc(F)cc3)CC2)s1,1,18,1,-11,.,-5,-1.5,-8,1.8
CCCOC(=O)CSc1nnc2ccc3ccccc3n12,-3,.,2,3,6,9,-0.2,-2,.
COC(=O)c1ccc(Oc2nc(Nc3ccc(C)c(C)c3)nc(N(C)C)n2)cc1,-7,10,2,-3,3,1,-1.0,-6,-0.2
COc1cc2c(cc1OC)CC1(CCCCC1)N=C2,-7,16,3,-6,-12,-5,0.0,1,0.7

# Grouped by structure: the entries above containing four or more nitrogen atoms
SMILES,TRHR enhancer,D2 antag,D1 agonist,D1 antag,D2 PAM,RXFP1 antagonist,TRHR agonist,D1 potentiator,D2 ag
O=C(c1cccc(C(=O)N2CCN(Cc3ccccc3)CC2)c1)N1CCN(Cc2ccccc2)CC1,-9,6,4,-22,0,-20,-1.0,1,-0.4
CC(N)C(=O)NC(C(=O)N1CCCC1C(=O)NC(c1ccccc1)c1ccccc1)C(C)C (configuration not stated),0,-24,4,-5,-8,.,-0.2,-4,-0.4
CC(C)N(C)Cc1nnnn1CC(=O)N(C)Cc1ccc(F)cc1,-4,-6,3,0,9,7,0.2,7,0.1
COC(=O)c1ccc(Oc2nc(Nc3ccc(C)c(C)c3)nc(N(C)C)n2)cc1,-7,10,2,-3,3,1,-1.0,-6,-0.2

# Carrying on.
SMILES,TRHR enhancer,D2 antag,D1 agonist,D1 antag,D2 PAM,RXFP1 antagonist,TRHR agonist,D1 potentiator,D2 ag
CC(=O)NS(=O)(=O)c1ccc(NC(=O)c2cc(-c3ccc(C)cc3)nc3ccccc23)cc1,0,-13,2,7,9,0,0.0,-12,-0.5
CCOc1ccc(NC(=O)CCc2c(C)nc3nc(C)nn3c2C)cc1,-8,.,2,-2,-4,.,-0.3,-1,-0.9
CCn1cc(Br)c(C(=O)Nc2ccc(F)c(Cl)c2)n1,-4,0,1,0,-4,-9,0.1,-2,0.4
CCOC(=O)c1cnc2c(c(C)nn2C)c1Oc1ccc(Cl)cc1,11,7,5,-3,-7,6,1.3,-2,1.5
CC(C)Oc1ccc(NC(=O)c2ccncc2)cc1,8,2,2,-3,-4,-8,0.1,4,-0.4
COc1cc(/C=N/NC(=O)C[n+]2ccccc2)cc(OC)c1OC(C)=O,2,-8,1,-79*,13,-9,0.5,-11,0.6
COc1ccc2o/c(=N\O)c(C(=O)Nc3ccccc3OC)cc2c1,-7,-11,-1,59,4,7,0.8,-6,3.1
Cc1cnc(NC(=O)CCc2ccccc2)s1,-3,18,1,-1,-5,3,0.0,-1,1.1
O=[N+]([O-])/C(=C\Nc1ccccc1)S(=O)(=O)c1ccccc1,-2,.,2,-88*,.,-14,-0.2,-6,.
c1ccc(NC2=NCCN2CCC2CCCCC2)cc1,1,19,2,-4,1,.,0.9,-3,5.5
Cc1cccc(S(=O)(=O)C(C#N)c2nc3ccccc3nc2N2CCOCC2)c1 (configuration not stated),8,-20,3,6,-5,-6,-0.1,-2,2.2
CN(C(=O)Cc1noc2ccccc12)c1ccccc1,0,8,2,9,1,-3,0.7,3,3.9
CCCS(=O)(=O)c1nc(S(=O)(=O)c2ccc(C)cc2)c(N2CCN(CCO)CC2)s1,6,6,1,1,-31,-1,0.1,3,0.1
Cc1cc(-c2ccc(S(=O)(=O)Nc3cc(Cl)ccc3C)s2)on1,-1,.,13,-5,-4,2,0.0,-5,.
COc1ccccc1N1CCN(S(=O)(=O)c2cnc[nH]2)CC1,-4,5,2,-9,3,8,0.2,-2,0.7

# For convenience, some entries already given.
SMILES,TRHR enhancer,D2 antag,D1 agonist,D1 antag,D2 PAM,RXFP1 antagonist,TRHR agonist,D1 potentiator,D2 ag
c1ccc(NC2=NCCN2CCC2CCCCC2)cc1,1,19,2,-4,1,.,0.9,-3,5.5
Cc1cccc(S(=O)(=O)C(C#N)c2nc3ccccc3nc2N2CCOCC2)c1 (configuration not stated),8,-20,3,6,-5,-6,-0.1,-2,2.2
CN(C(=O)Cc1noc2ccccc12)c1ccccc1,0,8,2,9,1,-3,0.7,3,3.9
CCCS(=O)(=O)c1nc(S(=O)(=O)c2ccc(C)cc2)c(N2CCN(CCO)CC2)s1,6,6,1,1,-31,-1,0.1,3,0.1
Cc1cc(-c2ccc(S(=O)(=O)Nc3cc(Cl)ccc3C)s2)on1,-1,.,13,-5,-4,2,0.0,-5,.
COc1ccccc1N1CCN(S(=O)(=O)c2cnc[nH]2)CC1,-4,5,2,-9,3,8,0.2,-2,0.7

# Other results:
SMILES,TRHR enhancer,D2 antag,D1 agonist,D1 antag,D2 PAM,RXFP1 antagonist,TRHR agonist,D1 potentiator,D2 ag
Cc1ccc(-n2c(SCC(=O)OC(C)C)nnc2-c2ccncc2)cc1,-1,11,38*,8,-11,5,0.4,4,0.1
CCCN1CCC(NCC(C)c2ccccc2)CC1 (configuration not stated),3,-10,9,12,9,0,-0.1,-3,0.8
O=C(O)C1C2CCC(C2)C1C(=O)NCCC1=CCCCC1 (configuration not stated),-2,-7,3,-18,1,2,-0.4,-3,0.7
Cc1[nH]c2ccccc2c1C(=O)CN1CCC2(CC1)OCCO2,-1,0,4,-8,0,-3,0.2,0,0.8
CN(CC(=O)Nc1c(Cl)cccc1Cl)C(=O)c1ccc2nc[nH]c2c1,-3,22,-1,-25,3,7,0.8,-3,1.6
Cc1cc(C)c(NC(=O)C2CCN(c3nc4ccccc4[nH]3)CC2)c(C)c1,-3,.,2,-10,6,-10,-0.5,1,-0.4
COc1ccc(S(=O)(=O)N2CCOC2CNC(=O)C(=O)NCCCc2ccccc2)cc1 (configuration not stated),-1,-16,9,-12,-1,-5,-1.2,0,0.1
Cc1cccc(Cn2c(SCc3ccc(C(=O)NCc4cccs4)cc3)nc3cccnc32)c1,2,.,5,12,.,-3,1.2,-2,.
O=C(NC(Cc1ccccc1)C(=O)O)C1CCN(S(=O)(=O)c2ccccc2C(F)(F)F)CC1 (configuration not stated),4,5,4,2,3,-6,-2.6,-1,0.2
Cc1ccccc1NC(=O)Cn1cccc1,-6,-6,0,14,7,-1,0.3,-7,0.1
CC(C)n1c(O)c(N=NC(=O)C2COc3ccccc3O2)c2ccccc21 (configuration not stated),10,-4,2,5,13,0,-1.2,0,-0.9
COc1ccc(-c2ncc3ccccn23)cc1,-1,8,6,7,4,2,-0.3,-5,0.2
Cc1ccc(S(=O)(=O)CC(O)COc2ccc(C#N)cc2)cc1 (configuration not stated),-1,3,1,-6,-4,-1,-0.1,6,0.3
CCC1CCCCN1C(=O)c1ccc([N+](=O)[O-])o1 (configuration not stated),19,-27,4,-5,-12,0,0.3,3,0.1
C=C(C)C1CC=C(C)/C(=N/NC(=O)c2ccccc2[N+](=O)[O-])C1 (configuration not stated),36*,0,11,9,2,-4,0.6,0,1.8
Cc1ccccc1CSc1nc2cccnc2n1Cc1ccc(C(=O)NC2CC2)cc1,11,.,1,-10,-4,8,-0.1,0,-0.2
CCCN(CC(=O)Nc1ccccc1OC)C(=O)CCCN1C(=O)c2ccccc2C1=O,-3,-17,0,-27,-1,-5,-0.5,-2,0.0
Cc1cc(=O)n2nc(N(C)CC(=O)NCc3cccc(Br)c3)sc2n1,-2,.,0,1,5,.,-0.8,0,.
CCn1cc(C(=O)NCc2ccco2)c(=O)c2cc(S(=O)(=O)N3CCCCCC3)ccc21,-1,10,6,0,0,2,1.4,-5,-2.3
CO/N=C(\Cn1ncc(N2CCCC2)c(Br)c1=O)c1ccc(Cl)cc1,-6,1,-2,.,-3,-12,0.0,-4,2.4
Cc1ccnc(N2C(=O)CSC2c2ccc(Cl)cc2)c1 (configuration not stated),-5,1,8,-4,-9,-3,0.1,-7,0.3
NC(=O)N/N=C/c1ccc(N2CCOCC2)s1,7,5,2,12,15,10,0.3,6,0.5
